TR SRC2 fluor cs = alters Texas Red total fluorescence, flagging assay interference; TRb/SRC2 Texas Red total fluorescence interference; Potency, µM (titrated, usually from 106 µM), for inactives: at the highest dose fluorescence change, negative = quenching; actives 0.29% (n = 280,000); active = well fitted curve in either direction with a large enough effect; inconclusive = small, poorly fitted or top-dose-only effect; note: % is set by controls: 0 for no effect and ±100 for the full control effect
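Human TRβ ligand-binding domain (0.6 uM) and Texas Red SRC2 peptide (20 nM) in Tris buffer with 1 uM T3 and 5% DMSO were incubated with pinned compound for 5 hr at ambient temperature. Total fluorescence was computed as S + 2P (555/632 nm).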
LMNA splice mod = LMNA splicing modulation | AID 1487 | HeLa LMNA splicing GFP/RFP minigene ratio, 48 h | Potency, µM (doses to about 46.1 µM), without a hit: at the highest dose ratio change, negative = inhibition, actives largely listed as inhibitors | actives 0.01% (n = 200,000); active = well fitted inhibition curve with a large enough effect in the signal ratio, with a control signal flat, not every such curve was filed as active; inconclusive = small, poorly fitted or top-dose-only effect, or effect the other way, or a change in a side signal; the % refers to the signal ratio; note: % is set by controls: 0 for no effect and ±100 for the full control effect
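S3 HeLa cells stably expressing lamin A-EGFP splicing minigene plus DsRed2, 600 cells/well, 48 h compound exposure at 37C. Laser-scanning cytometry; analysed as GFP (500-530 nm)/RFP (575-640 nm) total intensity ratio; 0.5% DMSO vehicle.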
GoLoco inh red = blocks human Gai1 binding to RGS12 GoLoco peptide, red readout; Potency, µM (series often up to 61.6 µM), inactives show at the top dose activity, negative = inhibition, hits mostly inhibitors; actives 0.44% (n = 230,000); P63096; Gai1:RGS12 GoLoco peptide FP, rhodamine, 10 min; AID 880; active = well fitted inhibition curve with a large enough effect, not every such curve was filed as active; inactive = no such curve, though single readings can be large or run the other way; note: % is set by controls: 0 for no effect and ±100 for the full control effect; nearly all actives have a fitted effect of over 30% in size; many of its hits are not listed in these tables
ALDH1A1 block = ALDH1A1 (human) enzyme inhibition | Potency, µM (highest dose often 75.3 µM), without a hit: at the highest dose activity, negative = inhibition, most hits filed as inhibitors | AID 1030 | Purified ALDH1A1, NADH fluorescence, propionaldehyde substrate | P00352 | actives 7.3% (n = 220,000); active = well fitted inhibition curve with a large enough effect, not every such curve was filed as active; inconclusive = small, poorly fitted or top-dose-only effect, or another doubt; inactive = no such curve, though single readings can be large or run the other way;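 note: plate controls were no enzyme wells and a reference inhibitor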
RECQ1 helicase = RECQ1 (human) helicase inhibition; actives 0.54% (n = 240,000); P46063; Potency, µM (series often up to 57.3 µM), for the others: at the highest dose activity, negative = inhibition, usual class: inhibitors; RECQ1 DNA unwinding, red fluorescence kinetic read; AID 2549;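 note: plate controls were vehicle for no effect and no enzyme for full effect; nearly all actives have a fitted effect of over 30% in size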
Target sequence (P46063 whole entry, looked up): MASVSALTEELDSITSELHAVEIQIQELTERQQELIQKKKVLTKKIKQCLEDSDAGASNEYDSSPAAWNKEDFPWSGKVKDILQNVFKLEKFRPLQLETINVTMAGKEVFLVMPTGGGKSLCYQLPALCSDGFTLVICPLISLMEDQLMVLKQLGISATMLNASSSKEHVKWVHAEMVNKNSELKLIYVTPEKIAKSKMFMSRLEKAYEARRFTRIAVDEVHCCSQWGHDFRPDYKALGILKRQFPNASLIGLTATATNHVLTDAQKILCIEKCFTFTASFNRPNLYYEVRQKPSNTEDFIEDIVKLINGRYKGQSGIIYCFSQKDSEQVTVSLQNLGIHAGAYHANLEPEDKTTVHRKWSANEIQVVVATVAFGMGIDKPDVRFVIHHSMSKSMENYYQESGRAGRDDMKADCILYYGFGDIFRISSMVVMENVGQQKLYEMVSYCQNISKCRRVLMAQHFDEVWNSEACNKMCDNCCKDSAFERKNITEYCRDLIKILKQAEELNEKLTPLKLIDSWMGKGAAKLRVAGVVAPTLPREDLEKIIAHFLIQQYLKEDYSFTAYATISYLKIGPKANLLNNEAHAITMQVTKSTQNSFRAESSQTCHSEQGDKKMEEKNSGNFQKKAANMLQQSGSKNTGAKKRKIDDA
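RECQ1T1 50 nM; forked duplex (20 bp + 30-nt ss tails) 200 nM, ATP 2 mM final; pH 8.0, 2 mM MgCl2, 2.5 ug/ml poly(dI-dC); 15 min compound preincubation; discontinuous kinetic read over 2 h at RT.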
TRb SRC2 PPI = TRbeta-SRC2 interaction inhibition | TRbeta-SRC2 peptide binding, fluorescence polarization; receptor liganded with 1 µM T3 | actives 0.065% (n = 280,000) | P10828 | AID 1469 | Potency, µM (top dose mostly 106 µM), for the others: at the highest dose activity change, negative = inhibition, hits mostly inhibitors;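 note: plate controls were bound peptide for no effect and peptide without receptor for full effect; nearly all actives have a fitted effect of over 50% in size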
Target sequence (P10828 whole entry, looked up): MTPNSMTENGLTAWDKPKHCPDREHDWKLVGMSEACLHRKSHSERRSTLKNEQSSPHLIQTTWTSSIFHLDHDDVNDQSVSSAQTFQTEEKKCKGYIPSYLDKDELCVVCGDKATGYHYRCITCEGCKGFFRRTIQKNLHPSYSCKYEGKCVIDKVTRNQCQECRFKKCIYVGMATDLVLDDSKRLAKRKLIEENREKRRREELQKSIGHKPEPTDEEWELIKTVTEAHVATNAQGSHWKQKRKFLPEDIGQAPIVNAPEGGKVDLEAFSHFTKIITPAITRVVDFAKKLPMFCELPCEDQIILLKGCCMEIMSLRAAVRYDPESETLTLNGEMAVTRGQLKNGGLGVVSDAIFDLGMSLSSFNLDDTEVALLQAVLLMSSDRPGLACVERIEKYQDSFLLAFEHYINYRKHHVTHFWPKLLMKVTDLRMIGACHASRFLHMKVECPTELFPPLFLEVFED
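Read-out is fluorescence polarization (555 nm excitation, 632 nm emission) of a Texas Red SRC2 coactivator peptide; loss of signal reflects blocked binding to human TRb ligand-binding domain in the presence of 1 uM T3.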
SMN2 splice enh = enhancers of SMN2 splice variant expression | HEK293 SMN2-luciferase splicing reporter, luminescence, 30-36 h | Potency, µM (titrated, usually from 46.1 µM), for the others: top-dose activity change, positive = activation, most hits filed as activators | actives 2.8% (n = 210,000) | AID 1458; note: % of control where 0% means no effect; nearly all actives have a fitted effect of over 55% in size
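HEK293 cells carry an SMN2 […]–luciferase reporter in which exon 7 inclusion puts luciferase in frame. Cells were plated 10-12 h before compound addition, then incubated 30-36 h at 37C. ONE-Glo luminescence was read; sodium butyrate at 4.5 mM final served as control.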
KDM4E inh = inhibitors of human JMJD2E histone demethylase | actives 1.6% (n = 230,000) | Potency, µM (series often up to 57.1 µM), for the others: at the top dose activity change, negative = inhibition, actives largely listed as inhibitors | AID 2147 | B2RXH2 | JMJD2E catalytic domain, FDH-coupled NADH fluorescence (FDH is formaldehyde dehydrogenase); active = well fitted inhibition curve with a large enough effect, not every such curve was filed as active; inconclusive = small, poorly fitted or top-dose-only effect, or another doubt; inactive = no such curve, though single readings can be large or run the other way;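 note: 0% = wells with enzyme and -100% = buffer wells without enzyme; nearly all actives have a fitted effect of over 50% in size; many of its hits are not listed in these tables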
* hit, by the source's call; i = inactive; ? = inconclusive; . = no result given; & = joins results of further samples; [ ] = remark or other dose. Unless noted, calls come from the whole dose curve; as a rule, active = well fitted curve in the direction sought with a large enough effect; inconclusive = small, poorly fitted or top-dose-only effect, or another doubt; inactive = no such curve, though single readings can be large; an effect the other way counts as inactive or inconclusive. Potency is the fitted concentration of half-maximal effect. This is a subset; count on the stated rates, not on these rows.

A first look (three entries):
SMILES	TR SRC2 fluor cs	LMNA splice mod	GoLoco inh red	ALDH1A1 block	RECQ1 helicase	TRb SRC2 PPI	SMN2 splice enh	KDM4E inh
COc1cc([N+](=O)[O-])ccc1NC(=O)CSc1ccccn1	3%	.	2%	-13%	i	2%	-29%	4%
CCCC(=O)Nc1ccc2c(c1)nc1n2CCSC1	1%	3%	6%	25µM*	7%	-21%	8%	3%
Cc1c(C(=O)N2CCOCC2)cc(C(C)(C)C)n1-c1ccccc1	-1%	.	0%	4%	i	2%	.	14%

This part in full, from the start:
SMILES	TR SRC2 fluor cs	LMNA splice mod	GoLoco inh red	ALDH1A1 block	RECQ1 helicase	TRb SRC2 PPI	SMN2 splice enh	KDM4E inh
COc1cc([N+](=O)[O-])ccc1NC(=O)CSc1ccccn1	3%	.	2%	-13%	i	2%	-29%	4%
CCCC(=O)Nc1ccc2c(c1)nc1n2CCSC1	1%	3%	6%	25µM*	7%	-21%	8%	3%
Cc1c(C(=O)N2CCOCC2)cc(C(C)(C)C)n1-c1ccccc1	-1%	.	0%	4%	i	2%	.	14%
CCOC(=O)N1CCC(N(CCN(C)C)C(=S)Nc2cccc(OC)c2)CC1	-1%	.	0%	-3%	-16%	-13%	-20%	7%
CCOC(=O)C1=C(c2ccccc2)O/C(=C(/C(=O)OC)C(F)(F)F)S1	1%	8%	-10%	?	-4%	7%	5%	0%
O=C(NCCCN1CCOCC1)C(=O)NCCc1ccccc1	2%	-10%[46 µM]	8%	0%	-8%	-1%	-7%	4%
Cc1ccc(C(=O)NCc2ccco2)cc1S(=O)(=O)Nc1cccc(C)c1C	2%	-10%	9%	-5%	i	-6%	1%	2%
CC(C)CN(CC(C)C)C(=O)CC(=O)NC(=O)c1ccc(Cl)cc1	1%	?	-6%	0%	-8%	2%	7%	7%
Cc1ccc(-n2nnnc2C(Cl)(Cl)c2nnnn2-c2ccc(C)cc2)cc1	0%	-6%	-3%	1.3µM*	1%	-2%	-14%	1%
O=[N+]([O-])c1nn(-c2cccc(Cl)c2)n(O)c1=NCc1cccnc1	-7%	-1%	-7%	-14%	2%	5%	-1%	5%
CCN(CCNCC(O)COCc1ccc(Cl)cc1)c1cccc(C)c1 (stereo not given)	1%	-13%[46 µM]	10%	?	i	0%	-9%	?
CCn1c(-c2cc(-c3ccccc3OC)nc3ccccc23)n[nH]c1=S	0%	14%	10%	?	1%	1%	20%	-4%
Cc1cc(-c2csc(N)n2)c(C)n1CCc1ccccc1	2%	2%	101%[activator]	?	i	-3%	-1%	-4%
CCOc1ccc(N2C(=O)CC(NCC3CCCO3)C2=O)cc1 (stereo not given)	-6%	?	9%	7%	i	-1%	.	8%
CCC(C)C(NC(=O)C(C)NC(=O)CNC(=O)CNC(=O)OCc1ccccc1)C(=O)OC (stereo not given)	3%	-7%	7%	2%	6%	2%	7%	5%
CCCN(Cc1ccccc1)S(=O)(=O)c1ccc(N2C(=O)CCC2=O)cc1	-2%	4%	4%	6%	-3%	8%	9%	2%
COc1ccc(OCC(=O)NNC(=O)c2nn(C)c(=O)c3ccccc23)cc1	-2%	-3%	-1%	-9%	8%	-5%	11%	4%
Cc1cc(C(=O)OCC(=O)NCc2cccs2)c2ccccc2n1	0%	-1%[46 µM]	4%	-1%	-2%	3%	-7%	-15%
Cc1ccc(S(=O)(=O)NCC2CCCO2)cc1[N+](=O)[O-] (stereo not given)	0%	-14%	-4%	-8%	-4%	5%	21%[1.84 µM]	8%
COc1ccc(CCN2C(=O)C(O)=C(C(=O)c3ccco3)C2c2cccs2)cc1OC (stereo not given)	-5%	1%	-6%	7.9µM*	11%	1%	2%	4%
Cc1cc(C)n(-c2ccc(Cl)c(Cl)c2)n1	-1%	.	15%	0%	3%	8%	.	0%
Cn1c(N)c(C(=O)COC(=O)CCC(=O)c2cccs2)c(=O)n(C)c1=O	2%	2%	1%	5%	i	6%	-5%	1%
O=C(CN1CCC(c2nc3ccccc3[nH]2)CC1)NCc1ccc2c(c1)OCO2	0%	5%	0%	-3%	9%	-4%	-2%	-3%
CN(CCC#N)C(=O)COC(=O)c1ccc2[nH]c3c(c2c1)CCCC3	-1%	?	-12%	6%	i	-3%	?	1%
COCCn1c(=O)c(-c2cccs2)nc2cnc(N(C)C)nc21	.	6%	5%	?	-6%	.	.	.
CCOc1ccc(CC(C(N)=O)C(N)=O)cc1	-1%	-9%[46 µM]	-10%	-3%	i	-1%	15%	6%
CC(C)Cn1cc(C(=O)NCC2CCCO2)c2c3ccccc3n(C)c2c1=O (stereo not given)	2%	-10%	-34%	?	-9%	-12%	2%	?
CS(=O)(=O)N1CCC[C@@]2(CCN(C(c3ccccc3)c3ccccc3)C2)C1	.	.	7%	-12%	-9%	.	4%	.
CCC1(CC)NC(=O)N(CC(=O)OCC(=O)Nc2sccc2C#N)C1=O	0%	.	11%	-3%	i	-5%	12%	-10%
Cc1cnc(C(=O)NCc2ccc(Cl)cc2Cl)cn1	0%	0%[46 µM]	6%	2%	-16%	5%	-2%	-1%
O=C(NCc1ccco1)c1sc2cc(F)ccc2c1Cl	-7%	-1%	3%	-10%	-3%	-1%	13µM*	-6%
CC(=O)Nc1ccc(C2=NNC(=NCC3CCCO3)SC2)cc1 (stereo not given)	1%	-5%	.	?	8%	4%	.	?
CCOC(=O)CNC(=S)N(Cc1cccs1)C1CCCCC1	1%	-16%	14%	?	-4%	-2%	8%[1.84 µM]	6%
COCc1nc2ccccc2n1Cc1ccccc1	2%	-3%	0%	7%	11%	-7%	-5%	11%
Cc1c(C(=O)Oc2ccc(F)cc2)sc2ncn(Cc3cccc(F)c3)c(=O)c12	-2%	8%	9%	49%[activator]	0%	-4%	?	-101%
Cc1ccccc1C=Nc1ccccc1C(N)=O	-2%	?	11%	?	i	-8%	-10%	-1%
NNc1nc(-c2ccccc2)c2ccccc2n1	-1%	-21%[46 µM]	13%	1%	i	0%	9%	-24%
COc1cccc(/C=C/C(=O)OCC(=O)Nc2ccc(Cl)c(S(=O)(=O)N(C)C)c2)c1	-4%	.	1%	?	-12%	2%	-1%	?
O=C(COC(=O)c1ccccc1Oc1ccccc1)NCc1ccco1	0%	-2%	2%	?	-25%	0%	-11%	1%
O=C(O)CCC(=O)Nc1nc2ccccc2s1	-5%	-5%	3%	3%	-2%	1%	-10%	3%
O=C(Cn1nc(-c2cccc(Cl)c2)ccc1=O)Nc1ccc(C(=O)NC2CC2)cc1	0%	-10%[46 µM]	7%	3%	-6%	5%	.	-11%
C=C(C)C1CC=C(C)C(OC(C)=O)C1 (stereo not given)	0%	.	1%	-3%	-8%	3%	-2%	.
Clc1cccc(-c2nn3c(-c4cccc(Cl)c4)nnc3s2)c1	-1%	16%	.	-1%	-8%	-8%	.	-3%
CC(C)OC(=O)/C(C#N)=C\c1cccnc1	0%	-6%[46 µM]	13%	8.9µM*	i	1%	.	2%
CC1Oc2ccccc2OC1(O)c1ccccn1 (stereo not given)	5%	-6%	-3%	-2%	-5%	5%	6%	5%
Cc1ccccc1NC(=O)c1cccc(Cn2cc(Br)c([N+](=O)[O-])n2)c1	1%	7%	6%	-3%	-9%	-1%	16%	-1%
CCSc1ccc(NC(=O)c2cccnc2)cc1	-2%	0%	-7%	-10%	i	3%	-2%	0%
COc1ccc(NC(=O)c2cncc(Br)c2)cc1S(N)(=O)=O	-2%	.	5%	6%	-4%	2%	-10%	3%
Cc1ccc(C2CC(c3ccc(NS(C)(=O)=O)cc3)=NN2C(=O)c2ccco2)cc1 (stereo not given)	1%	-10%	6%	?	-3%	-2%	12%	-29%
CCOc1ccccc1Oc1c(C)oc2c(CN3CCN(CCO)CC3)c(O)ccc2c1=O	-1%	5%	2%	?	0%	0%	-3%	?
New compounds follow.
SMILES	TR SRC2 fluor cs	LMNA splice mod	GoLoco inh red	ALDH1A1 block	RECQ1 helicase	TRb SRC2 PPI	SMN2 splice enh	KDM4E inh
Cn1nnc(NC(=O)/C=C/c2ccco2)n1	-4%	.	3%	.	11%	-11%	.	-13%
O=C(NCc1ccccn1)c1ccc(/C=N/O)nc1	-6%	11%	3%	1%	18%	0%	-7%	-7%
O=C1CC(SC(=Nc2ccccc2)Nc2ccccc2)C(=O)N1c1ccc(Cl)c(Cl)c1 (stereo not given)	0%	?	14%	?	-7%	-3%	-5%	-10%
COc1ccc(C)cc1S(=O)(=O)N(C)CC(=O)N1CCN(C)CC1	-3%	7%	3%	6%	i	-1%	3%	3%
Cn1cccc1/C=N/N1CCN(c2ccccn2)CC1	-2%	-3%	-36%	?	-1%	8%	-24%	-5%
COc1ccc2c(c1)[nH]c1c(Cl)ncnc12	-7%	?	10%	?	-2%	8%	1%	-5%
CCC1CCCCN1C(=S)Nc1cccc(S(=O)(=O)N(C)C)c1 (stereo not given)	1%	-1%[46 µM]	5%	-5%	-2%	-2%	-2%	4%
Cc1ccc(Nc2nc(-c3sc(NC(=O)c4ccc([N+](=O)[O-])cc4)nc3C)cs2)cc1	1%	11%	4%	?	0%	-8%	-9%	6%
FC(F)(F)COc1nc(N/N=C/c2cccnc2)nc(N2CCCCC2c2ccccn2)n1 (stereo not given)	-2%	.	12%	15%	-1%	0%	-10%	4%
FC(F)(F)c1cccc(NC(=S)NCc2ccccn2)c1	-3%	-10%	2%	?	-3%	2%	3%	-27%
CCC1=C2CC[C@H]3C(=O)N(CC(=O)OC)C(=O)[C@H]3[C@H]2[C@@]2(C)C(=NCC(=O)OC)OC(=O)N2C1=O	-2%&0%	.	-5%&-8%	-5%	-2%	0%&9%	-16%	8%&8%
CCc1ccc(NC(=O)CN(c2ccc3c(c2)OCO3)S(=O)(=O)c2c(C)noc2C)cc1	2%	5%	0%	6%	-12%	1%	6%	-1%
O=C(CCSc1ccc(Cl)cc1)N1CCCCCC1	2%	0%	0%	-7%	-12%	0%	7%	-1%
